ERp5 inh – blocks human ERp5 reductase activity on insulin | inhibition, % at 9.99 µM | 0.05% of 350,000 active | AID 651711 | ERp5 insulin aggregation, absorbance 650 nm, 90 min | Q15084;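 active means mean replicate inhibition above about 25%, with every replicate also reaching it, limit read from the data, passing the limit was not always enough; inconclusive means only one of those two criteria met; inactive means neither criterion met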
ARNT TACC3 PPI – disrupts binding between human ARNT and TACC3. 0.66% of 390,000 active. AlphaScreen His-ARNT PAS-B/GST-TACC3 binding, luminescence; TACC3 fragment carries E629A point mutation. inhibition, % at 9.99 µM. Q9Y6A5. AID 623870;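 active means mean inhibition of replicates at least 50% and at least half of replicates each reaching 50%; inconclusive means half or more replicates reach 50% but mean below 50%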;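 further: 0% = complete ARNT plus TACC3 wells and 100% = ARNT alone without TACC3; many hits fall short of the cut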
PglD inh – PglD (C. jejuni) enzyme inhibition; purified PglD enzyme, DTNB colorimetric CoA detection; inhibition, % at 12.5 µM; 0.098% of 360,000 active; in the data active means inhibition above about 16%, passing the limit was not always enough; inconclusive means no clear call, values can overlap the other calls; further: strong numbers were not always called active
RAD52 inh – inhibitors of human RAD52 DNA annealing; P43351; recombinant RAD52 DNA annealing, FRET fluorescence; inhibition, % at 18.7 µM; 0.46% of 360,000 active; AID 651710;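 active means every replicate showing at least 50% inhibition; inconclusive means mean inhibition at least 50% but not in every replicate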
Casp6 inh – caspase-6 (human) enzyme inhibition | P55212 | purified caspase-6, Z-VEID-R110 cleavage fluorescence | inhibition, % at 12.5 µM | 0.53% of 350,000 active | AID 686996;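 active means mean inhibition across replicates at least about 35%, with every replicate also reaching that limit, limit read from the data; inconclusive means only one of the two criteria met; inactive means neither criterion met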;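 further: 0% = median of neutral control wells and 100% = no fluorescence left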
Target sequence (P55212 24-179 limits assumed): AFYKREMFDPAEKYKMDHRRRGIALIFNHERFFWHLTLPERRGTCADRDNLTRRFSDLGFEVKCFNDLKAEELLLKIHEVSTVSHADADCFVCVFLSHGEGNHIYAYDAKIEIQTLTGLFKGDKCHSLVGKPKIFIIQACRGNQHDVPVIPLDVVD
Target sequence (P55212 194-293 limits assumed): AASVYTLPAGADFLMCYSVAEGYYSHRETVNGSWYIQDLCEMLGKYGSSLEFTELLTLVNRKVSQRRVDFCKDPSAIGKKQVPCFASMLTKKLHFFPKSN
E-sel inducer – induces E-selectin expression in human endothelial cells. HUVEC E-selectin immunofluorescence imaging; normalized: neutral wells 0, TNF-alpha wells 100. AID 686992. activation, % at 7.58 µM. 0.37% of 260,000 active;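 active means mean E-selectin-positive cell signal at least 10% of the positive control, reached in at least 60% of replicates, without over 20% cell loss; inconclusive means no rule given, readout overlaps actives, possibly toxicity-flagged; inactive means the rest, including those meeting only one limit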;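 further: in these data hits start at about 27%; measured in HUVEC primary endothelial cells; signal is the percent of cells scored E-selectin positive by PE staining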
Target sequence (P16581 whole entry, looked up): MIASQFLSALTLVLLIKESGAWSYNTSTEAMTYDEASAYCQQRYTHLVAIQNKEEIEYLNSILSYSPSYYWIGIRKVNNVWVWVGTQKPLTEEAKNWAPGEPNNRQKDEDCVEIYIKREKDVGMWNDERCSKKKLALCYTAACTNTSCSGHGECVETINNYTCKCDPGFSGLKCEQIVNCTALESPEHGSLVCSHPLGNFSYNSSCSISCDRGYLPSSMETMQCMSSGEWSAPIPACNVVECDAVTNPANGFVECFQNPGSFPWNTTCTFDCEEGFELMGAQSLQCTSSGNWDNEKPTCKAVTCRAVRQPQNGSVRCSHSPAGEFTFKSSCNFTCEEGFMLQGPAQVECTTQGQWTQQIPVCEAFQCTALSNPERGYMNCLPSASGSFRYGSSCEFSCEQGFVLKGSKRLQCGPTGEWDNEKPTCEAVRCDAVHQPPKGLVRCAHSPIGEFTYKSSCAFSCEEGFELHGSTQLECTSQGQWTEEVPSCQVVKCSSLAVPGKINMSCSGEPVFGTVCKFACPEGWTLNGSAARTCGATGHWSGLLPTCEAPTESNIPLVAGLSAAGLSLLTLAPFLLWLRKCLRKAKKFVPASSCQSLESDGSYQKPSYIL
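Material: HUVEC primary endothelial cells; Amount: 3,000 cells per well; Dosing: single concentration; Medium: EGM-2 growth medium on 0.1% gelatin-coated wells; Read-out basis: percent E-selectin-positive cells; Signal: immunofluorescence imaging; Control set: TNF-alpha, DMSO.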
RAD54 branch – RAD54 (human) branch migration inhibition. Q92698. RAD54 Holliday junction branch migration, FAM/BHQ fluorescence. inhibition, % at 10.4 µM. 0.14% of 360,000 active. AID 602329;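 active means mean normalized replicate activity at least 40 and at least half of replicates scoring 40 or more; inconclusive means only one of the two criteria met; inactive means mean below 40 and under half of replicates reaching 40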;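 further: 0% = median of neutral control wells and 100% = median of positive control wells; inhibitors cause a drop in the FAM fluorescence signal; in these data hits start at about 50%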
esBAF inh – blocks esBAF chromatin remodeling in mouse ES cells; Bmi1-luciferase knock-in reporter, 24 h; 100% = twice the neutral-well signal; reporter increase, % at 12.5 µM; 2% of 350,000 active; AID 602393; in the data active means activation above about 40%; inconclusive means no clear call, values can overlap the other calls;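 further: 0% = median of the plate's neutral control wells and 100% = double that signal; a rise in the Bmi1 reporter signal indicates esBAF inhibition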
Starred values were filed as active, the others as inactive; i = inactive; ? = inconclusive; . = no result given; & = joins results of further samples. Rows were taken by chance; any-hit rate near 3.2%.

SMILES	ERp5 inh	ARNT TACC3 PPI	PglD inh	RAD52 inh	Casp6 inh	E-sel inducer	RAD54 branch	esBAF inh
CCOC(=O)NC1(C(F)(F)F)N=C(c2ccccc2)NC1=O (centres undefined)	.	-6	-2	.	.	.	1	3
O=C(C1=C(O)C(=O)N(CCN2CCOCC2)C1c1ccccc1)c1cccs1 (centres undefined)	.	8	-3	.	.	.	2	8
CCOC(=O)c1ccc(NC(=O)CNC(=O)c2ccccc2)cc1	.	5	-3	.	.	.	3	-5
OCc1ccc(-c2cc[n+](Cc3cc4c(cc3Br)OCO4)cc2)cc1	1	-4	4	-2	2	.	-7	.
C[C@@H]1CN([C@@H](C)CO)C(=O)Cc2cc(NC(=O)Nc3ccc4c(c3)OCO4)ccc2O[C@@H]1CN(C)CC1CCCCC1	5	15	-1	16	0	0.4	-2	-4
COc1ccc(C2CC(=O)C(C=NCC(C)C)=C(O)C2)cc1 (centres undefined)	-1	0	-2	-15	0	0.3	2	-8
O=C(NN=Cc1ccccc1Cl)C(=O)Nc1cccc(C(F)(F)F)c1	5	.	.	-18	-1	-0.2	.	.
C[C@H]1CN([C@@H](C)CO)C(=O)c2cccc(NC(=O)C3CCCCC3)c2O[C@H]1CN(C)Cc1ccc(Cl)c(Cl)c1	-1	0	-1	-10	3	0.0	-5	-5
C=C1CCN([C@H](C(=O)NCc2ccc(OC)cc2)C(C)C)S(=O)(=O)c2ccccc21	4	-3	-1	-24	-2	0.1	7	-1
COc1ccc(C2C(C#N)=C(N)N(Nc3ccccc3)C3=C2C(=O)CC(C)(C)C3)cc1C (centres undefined)	.	2	2	.	.	.	1	12
CC(C)(C)[C@@H]1C=C(C(=O)N2CCCCCCC2)O[C@H](OCc2ccc(CO)cc2)C1	0	-7	-7	-11	0	.	-6	.
Cc1ccc(S(=O)(=O)N2CCC(c3nnc(SCCN4CCCC4)n3C)CC2)cc1	1	-2	5	-15	-8	.	6	-1
Cc1ccc(C(=O)Nc2ccc(C(=O)N3CCCCC3C)cc2)cc1 (centres undefined)	4	-52	.	-2	4	2.5	.	.
CCCOC(=O)Nc1nc(-c2ccc(C)cc2)c(C)s1	-1	-12	.	-12	0	-0.4	.	.
COc1ccc(NC(=O)c2ccc(Cn3cc(Cl)cn3)cc2)cc1	4	-3	-1	-9	-3	.	-2	8
O=C(Nc1ncc(S(=O)(=O)c2ccc([N+](=O)[O-])cc2)s1)c1ccccc1F	19	-3	.	-10	-2	.	.	4
CC(=O)N[C@H]1[C@H]([C@H](O)[C@H](O)CO)OC(C(=O)O)=C[C@@H]1O	-5	8	-4	-8	-4	3.8	-4	0
CCCN(CCC)C(=O)c1ccc2c(c1)N(CC)C(=O)c1ccccc1S2(=O)=O	3	-2	.	-17	.	0.0	.	-6
CN1CCN(C(=O)/C=C/c2ccccc2)CC1	4	-4	1	-2	0	.	3	6
Cc1ccc(CNS(=O)(=O)c2ccc([N+](=O)[O-])cc2)cc1	-2	-3	-6	7	1	.	-5	-7
CC(Oc1ccc(F)cc1)C(=O)Nc1ccc(N2CCOCC2)cc1N1CCOCC1 (centres undefined)	6	5	0	-3	2	.	-20	-10
C#CCOCCOCCOCCNc1nc(N2CCN(C(=O)Cn3cc(CC(C)O)nn3)CC2)nc(N2CCN(C(=O)[C@H]([C@@H](C)CC)n3cc(CCCCN)nn3)CC2)n1 (some centres undefined)	0	0	-3	15	-35	1.0	-5	-6
COc1ccc(CCNC(=O)CN2CCCc3ccccc32)cc1OC	.	6	0	.	.	.	-22	15
CC(NC(=O)Nc1ccccc1F)C(C)(C)C (centres undefined)	1	-5	.	-29	-2	.	.	.
Cc1cc(C)c2c(ccc3ccccc32)n1	-3	-5	.	-5	-2	.	.	.
OC[C@H]1[C@@H](c2ccc(C3=CCCC3)cc2)[C@@H]2CN(Cc3ccncc3)CCCCN12	2	-1	-4	41	-50	0.0	-4	2
O=C(NCCCn1ccnc1)c1cccc(Cl)c1	0	-5	4	-9	-10	.	-4	-5
CC1CN(C(=O)Cc2ccc(-c3ccccc3)cc2)CC(C)O1 (centres undefined)	-3	1	-3	-6	0	.	-5	-1
C[C@@H]1CN([C@H](C)CO)C(=O)CCCn2nncc2CO[C@H]1CN(C)S(=O)(=O)c1ccc2ccccc2c1	4&8&8	-1&2	-1&0&5	-8&-6&4	-2&-1&-2	2.4&-0.2	0&6&-7	0&-1&2
Cc1ccccc1Cn1nc(C)c(NC(=O)c2noc3c2CC(C(C)(C)C)CC3)c1C (centres undefined)	.	4	1	.	.	.	-7	5
CCN(CC(=O)Nc1ccc(NC(C)=O)cc1)C(=O)c1cccc(S(=O)(=O)N2c3ccccc3CC2C)c1 (centres undefined)	-6	11	-2	-2	2	-0.1	-11	9
OCC1CCCN(C2CCN(Cc3nc(Cc4cccc(C(F)(F)F)c4)no3)CC2)C1 (centres undefined)	0	-1	.	-17	-4	0.6	.	-5
COCCN(C(=O)c1ccc(N2CCCC2=O)cc1)c1c(N)n(CC(C)C)c(=O)[nH]c1=O	2	-3	0	-2	-3	1.2	-3	-4
Cc1c(Cl)cccc1NC(=O)CCN1C(=O)NC(C)(C)C1=O	6	0	4	-10	2	0.2	-6	-2
O=C(Nc1ccccc1F)N1CCCCN2[C@H](CO)[C@H](c3ccc(C#Cc4cccnc4)cc3)[C@H]2C1	-1	7	0	10	-2	1.9	8	-1
CCOC(=O)N1CCN(C(=O)/C(=C/c2cccs2)NC(=O)c2cccs2)CC1	-4	.	-8	-10	1	.	7	6
Cc1cccc(C(=O)NC(C)C(=O)NC(c2nc3ccccc3[nH]2)C(C)C)c1 (centres undefined)	-2	.	-3	0	-3	-0.4	2	1
Cc1ccc(C(=O)OC(C(=O)O)C(OC(=O)c2ccc(C)cc2)C(=O)O)cc1 (centres undefined)	-7	-1	1	-19	1	.	5	-3
O=C(C1CCOCC1)N1CC(=O)N2[C@H](CO)[C@@H](c3ccc(C#Cc4cccc(F)c4)cc3)[C@@H]2C1	2	.	.	15	0	-0.5	.	.
COc1ccc2c3c(n(C)c2c1)[C@@H](CO)N(CC1CC1)CC31CN(S(=O)(=O)c2cccs2)C1	0	.	.	10	3	-0.2	.	.
O=C1C2C3C=CC(C3)C2C(=O)N1c1cccnc1 (centres undefined)	-2	3	-1	-4	9	.	-4	2
COc1cc(C=C2C(=O)c3ccccc3C2=O)cc(OC)c1OC	-2	18	0	i	5	0.3	-9	-4
COc1cnc(SCC(=O)O)[nH]c1=O	.	15	2	.	.	.	-13	-9
O=C(C[C@@H]1CC[C@@H](NC(=O)c2cccnc2)[C@@H](CO)O1)NCCN1CCCCC1	-4	-7	1	1	2	0.4	3	-2
CCCN(C)C[C@@H]1OCCCC[C@@H](C)Oc2ccc(NS(=O)(=O)c3cccs3)cc2C(=O)N([C@H](C)CO)C[C@@H]1C	-1	-14	1	7	0	-0.5	3	-7
O=C1C=C(c2cc3ccccc3o2)C[C@@H](c2ccc(F)cc2)C1	.	1	3	.	.	0.5	5	0
Cc1ccc(S(=O)(=O)Nc2ccc3c(c2)C(=O)N([C@@H](C)CO)C[C@@H](C)[C@@H](CN(C)CC2CCCCC2)OCCCC[C@@H](C)O3)cc1	-1	3	-2	56*	3	0.0	4	-1
CCN(CC)CCNC(=O)c1nn(-c2ccc(Cl)cc2)c2c1CCc1cc(OC)ccc1-2	7	13	.	66*	1	?	.	.
O=C(CN1CCOCC1)NNC(=S)Nc1ccccc1	8	21	.	-14	-2	.	.	.
O=C(CCc1ccccc1)c1ccc2c(c1)OCCCO2	.	-16	3	.	.	.	-3	76*
CCOc1ccc(C(=O)NC(=S)Nc2cccc(NC(=O)c3ccco3)c2)cc1[N+](=O)[O-]	4	3	.	-68	-1	.	.	.
CCOc1ccc(OCC)c(NC(=O)CNS(=O)(=O)c2cccs2)c1	.	-4	-8	.	.	.	-15	-7
CCN(C(=O)Cn1c(Cl)nc2c1c(=O)n(C)c(=O)n2C)C1CCCCC1	-1	-8	3	-4	-1	.	12	4
CCCCc1cc(=O)oc2cc(OCC(=O)N(CC)CC)c(Cl)cc12	-2	.	-2	-1	1	0.1	4	7
CC1(C)CC(C)(c2ccc(O)cc2O)N(c2ccc3ccccc3c2)C(=S)N1 (centres undefined)	.	7	-9	.	.	.	4	-1
CC1CCN(S(=O)(=O)c2ccc(S(=O)(=O)NCc3ccccc3)cc2)CC1	.	-9	1	.	.	.	4	0
Cc1ccc(C(C)C)cc1OCCOCCN1CCCC1	.	-19	-2	.	.	.	4	-1
COc1cccc(-c2cc3nc(C)c(C)c(N4CCN(C(=O)c5ccoc5)CC4)n3n2)c1	-1	.	.	-8	2	-0.2	.	-3
CCC1Sc2ccc(S(=O)(=O)CCC(=O)Nc3ccc(C(=O)OC)cc3)cc2NC1=O (centres undefined)	3	3	2	-14	8	.	2	2
O=C(C[C@@H]1CC[C@H](NC(=O)C2CCC2)[C@H](CO)O1)NC1CCCCC1	-1	-12	10	11	5	-0.3	-5	-2

A run of entries from the list above, for reference:
SMILES	ERp5 inh	ARNT TACC3 PPI	PglD inh	RAD52 inh	Casp6 inh	E-sel inducer	RAD54 branch	esBAF inh
O=C(CN1CCOCC1)NNC(=S)Nc1ccccc1	8	21	.	-14	-2	.	.	.
O=C(CCc1ccccc1)c1ccc2c(c1)OCCCO2	.	-16	3	.	.	.	-3	76*

The results go on:
SMILES	ERp5 inh	ARNT TACC3 PPI	PglD inh	RAD52 inh	Casp6 inh	E-sel inducer	RAD54 branch	esBAF inh
Cc1ccccc1CN1C(=O)CSCC1(C)C(=O)NC(C)C (centres undefined)	0	.	.	-2	1	1.6	.	.
C=CCOC(=O)C1=C(C)N=C2SCCC(=O)N2C1/C=C/c1ccccc1 (centres undefined)	-2	12	.	-7	-3	5.1	.	-6
O=C(C[C@@H]1C[C@@H]2c3cc(NC(=O)NC4CCCC4)ccc3O[C@@H]2[C@H](CO)O1)NC1CCCC1	7	0	0	-2	0	-0.3	1	2
C[C@H](CO)N1C[C@H](C)[C@@H](CN(C)Cc2cccnc2)Oc2cc(C3=CCCCC3)ccc2S1(=O)=O	0	0	3	4	-2	0.2	2	-9
O=C(NCC(c1ccco1)N1CCc2ccccc2C1)C(=O)Nc1ccccc1F (centres undefined)	-1	-3	1	-26	0	.	4	.
Cc1cc(N2CCN(C(=O)OC(C)(C)C)C[C@H]2C)ccc1N1C[C@@H](C)O[C@@H](C)C1	2	.	.	-6	0	-0.4	.	.
COCC(=O)Nc1ccc2c(c1)OC[C@H](C)N(C(=O)COC)C[C@@H](C)[C@H](OC)CN(C)C2=O	0	1	1	-17	-1	0.0	-12	0
O=C(NCCO)c1ccc2[nH]c3ccccc3c2c1	.	-6	-7	.	.	.	0	1
Cc1ccc(C(=O)N(C)CC(=O)Nc2cccc(C)c2C)o1	4	0	.	-13	3	.	.	-9
Cc1c(Cl)cccc1NC(=O)NCc1cccnc1	4	-1	-4	-5	-5	.	12	.
COC(=O)NC(NC(=S)Nc1cccc(C)c1)C(Cl)(Cl)Cl (centres undefined)	4	-6	.	-9	-1	.	.	.
NC(=O)c1sc2cc(C(F)(F)F)cnc2c1-c1ccccc1	1	-5	.	-14	0	0.3	.	.
CCCOc1ccc(CSc2n[nH]c(C)n2)cc1	1	-3	1	-10	-6	0.8	-10	.
COc1ccc(OC)c(-n2c(=S)[nH]c3cc(C(=O)N4CCN(c5ccccc5)CC4)ccc3c2=O)c1	4	2	-4	1	9	-0.2	-1	-1
COc1cccc(NC(=O)N(C)C[C@@H]2Oc3cc(C#Cc4ccc(F)cc4)ccc3S(=O)(=O)N([C@H](C)CO)C[C@H]2C)c1	0	-1	0	4	6	0.5	-12	-7
